Bim-Bcl-B: disrupts Bim peptide binding to human Bcl-B. Q9HD36. bead-based flow cytometry. inhibition, % at 10 µM. 190,000 tested, 0.073% active. AID 951;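 note: 0% = tracer peptide without compound and 100% = reference inhibitor peptide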
Target sequence (Q9HD36 whole entry, looked up): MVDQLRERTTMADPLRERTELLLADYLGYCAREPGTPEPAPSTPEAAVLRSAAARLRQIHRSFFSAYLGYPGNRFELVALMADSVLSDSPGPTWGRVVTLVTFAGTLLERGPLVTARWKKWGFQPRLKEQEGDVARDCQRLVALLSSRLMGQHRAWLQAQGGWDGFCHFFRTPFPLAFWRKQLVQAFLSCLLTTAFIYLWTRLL
ABCB1 inh: human ABCB1 inhibition, ABCG2 as counter-screen. P08183. CCRF-Adr cells, JC-1 efflux, flow cytometry. inhibition, % at 6.6 µM. 190,000 tested, 0.067% active; in the data active = inhibition above about 40%;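 note: 0% = vehicle and 100% = reference inhibitor; higher value means more JC-1 retained so stronger ABCB1 efflux block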
RGS7-Gao: modulates binding of RGS7 to human Galphao | 220,000 tested, 0.35% active | P09471 | Multiplexed bead flow cytometry; actives lie on both sides | binding response (% of control), % at 10 µM; in the data active = binding response below about 49% or above about 150%;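 note: fluorescent Galphao held in activated GDP-AlF4 state binding bead-coupled RGS7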
Avidin fluor: compound fluoresces at 488/530 nm on avidin beads. compound fluorescence 488/530 nm, flow cytometry; hits give high values. fluorescence (KMESF) at 10 µM. 220,000 tested, 0.38% active; in the data active = fluorescence above about 47; note: inactives centre near 10
ABCG2 block: human ABCG2 inhibition, ABCB1 as counter-screen. 190,000 tested, 0.1% active. IgMXP3 cells, JC-1 efflux, flow cytometry. inhibition, % at 6.6 µM. Q9UNQ0;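 active = inhibition above 80%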;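 note: 0% = DMSO and 100% = nicardipine control wells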
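test system = two drug-resistant human cell lines, ABCG2 and ABCB1 | amount = 3 million cells/mL final, two lines in 1:1 ratio | reagent = JC-1 transporter substrate | doses = one concentration, 6.6 µM final | incubation = 10 min at 25 °C | signal = flow cytometric JC-1 green MFI at 530 nm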
GSH bead fluor: compound fluoresces at 488/530 nm on GSH beads. GSH beads flow cytometry, compound fluorescence 488/530 nm; hits give high values. fluorescence (KMESF) at 10 µM. 190,000 tested, 0.25% active; in the data active = fluorescence above about 89;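 note: glutathione beads carrying GST-tagged Bcl family fusion proteins plus one bare bead set; values are compound well signal with DMSO vehicle wells as background; inactives centre near 16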
Bim-Bcl-W: human Bim-Bcl-W interaction inhibition. Q92843. inhibition, % at 10 µM. bead-based flow cytometry, Bim peptide-Bcl-W binding. 190,000 tested, 0.02% active. AID 952;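 note: 0% = bound tracer without compound and 100% = peptide blocker; higher means less fluorescent Bim peptide bound to Bcl-W beads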
Target sequence (Q92843 whole entry, looked up): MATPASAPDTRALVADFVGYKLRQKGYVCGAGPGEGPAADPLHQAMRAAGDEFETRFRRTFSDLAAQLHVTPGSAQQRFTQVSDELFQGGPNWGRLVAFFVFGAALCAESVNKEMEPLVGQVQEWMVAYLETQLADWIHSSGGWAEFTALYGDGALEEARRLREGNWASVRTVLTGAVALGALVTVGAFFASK
Bfl-1 Bim block: disrupts Bim binding to human Bfl-1 | Q16548 | Bead-based flow cytometry, Bim-Bfl-1 binding inhibition | inhibition, % at 10 µM | 190,000 tested, 0.12% active | AID 1008;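 note: 0% = wells without compound plus tracer and 100% = blocker peptide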
Bcl-2 Bim block: human Bim-Bcl-2 interaction inhibition; 190,000 tested, 0.06% active; Bead-based flow cytometry, Bim peptide-Bcl-2 binding; P10415; inhibition, % at 10 µM; in the data active = inhibition above about 40%;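 note: 0% = no compound wells with probe peptide and 100% = reference peptide inhibitor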
Target sequence (P10415 whole entry, looked up): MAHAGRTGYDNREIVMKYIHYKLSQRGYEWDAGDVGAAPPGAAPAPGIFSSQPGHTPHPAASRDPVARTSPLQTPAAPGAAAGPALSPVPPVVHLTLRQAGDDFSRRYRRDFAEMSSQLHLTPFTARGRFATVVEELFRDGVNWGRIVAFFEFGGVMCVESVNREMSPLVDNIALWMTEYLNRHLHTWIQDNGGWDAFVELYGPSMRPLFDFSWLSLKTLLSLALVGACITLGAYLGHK
Bim-Bcl-XL: inhibitors of Bim-Bcl-XL interaction, human; inhibition, % at 10 µM; Bim peptide-Bcl-XL binding, bead flow cytometry, fluorescence; 190,000 tested, 0.04% active; AID 1007
Target sequence (Q07817 whole entry, looked up): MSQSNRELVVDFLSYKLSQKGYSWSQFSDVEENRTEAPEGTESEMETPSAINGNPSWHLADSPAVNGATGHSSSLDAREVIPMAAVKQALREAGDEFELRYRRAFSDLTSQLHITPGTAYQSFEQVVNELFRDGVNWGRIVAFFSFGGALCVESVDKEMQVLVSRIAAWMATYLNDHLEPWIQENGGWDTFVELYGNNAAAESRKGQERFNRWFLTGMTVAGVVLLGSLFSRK
RGS4-Gao reg: human RGS4-Galphao interaction regulation. Multiplexed bead flow cytometry, RGS4-Galphao binding; actives lie on both sides. binding response (% of control), % at 10 µM. 220,000 tested, 0.33% active. AID 1415; in the data active = binding response below about 49% or above about 150%; inactive = in between;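 note: fluorescent Galphao activated with aluminum fluoride binding bead-coupled RGS4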
The depositor's hits bear a star; / = not tested or not shown. Cut-off read from the data, not from the text of the source, unless noted: active = inhibition above about 40%.

SMILES	Bim-Bcl-B	ABCB1 inh	RGS7-Gao	Avidin fluor	ABCG2 block	GSH bead fluor	Bim-Bcl-W	Bfl-1 Bim block	Bcl-2 Bim block	Bim-Bcl-XL	RGS4-Gao reg
COc1ccc2c(c1)C1(Nc3ccccc3-c3nc4ccccc4n31)C(=O)N2 (stereo unspecified)	-10	0.9	104	22	8	24	-2	-17	-11	-11	98
COc1ccccc1NC(=O)NCCC1=CCCCC1	-1	0.4	100	3	6	10	-2	-6	-5	-5	98
COC(=O)C1=C(C)NC(C)=C(C(=O)OC)C1c1ccc(-c2cccc(Cl)c2Cl)o1	-2	3.8	105	16	85*	12	-2	-3	-4	-6	107
Cc1c(C(=O)OC(C)C)sc2nc[nH]c(=O)c12	-5	2.3	99	12	37	30	0	-14	-5	-7	99
COc1ccc(-c2nnc(SC(C)C(=O)NNC(=O)c3ccc(C)cc3)o2)cc1 (stereo unspecified)	/	-0.2	99	13	7	/	/	/	/	/	97
O=C(Cc1cccs1)N1CCN(c2ccc(F)cc2)CC1	0	1.0	103	4	9	15	-5	-2	-3	-2	101
C/C(=C\C#N)n1nc(C)cc1N	-7	-5.2	100	9	-5	12	1	-10	-9	-1	100
CCC(=O)c1ccc(OCC(O)Cn2c(C)nc3ccccc32)cc1 (stereo unspecified)	-3	0.3	101	6	2	19	0	-2	-2	-4	101
CC(=O)NC(Cc1ccccc1)C(=O)N1CCN(C(=O)c2cccs2)CC1 (stereo unspecified)	0	0.3	101	42	1	16	0	1	1	0	104
Cc1csc(NC(=O)c2cccc(S(=O)(=O)N3CCN(C)CC3)c2)n1	-4	1.9	103	9	7	12	-1	-4	0	0	103
COC(=O)c1ccc(/C(O)=C(\C#N)c2nc3ccccc3s2)cc1	3	-0.4	99	8	10	34	-6	10	3	0	100
COC(=O)c1ccccc1NC(=O)CN1C(=O)C2CCCN2c2ncc(Cl)cc21 (stereo unspecified)	-6	0.8	102	13	1	21	4	-10	-4	-2	108
CCc1nnc(NC(=O)CSc2nnc(CNc3cccc(Cl)c3)n2CC)s1	5	0.1	100	26	2	44	2	4	1	0	101
COC(=O)Cn1c(CCS(=O)(=O)c2ccc(Cl)cc2)nc2ccccc21	-3	0.9	102	31	1	23	1	-10	0	-2	105
Cc1cccc(C)c1NC(=O)CCCSc1nnc(-c2ccc(F)cc2)n1-c1ccccc1	-9	0.5	98	2	-6	6	-3	-2	-5	-7	97
OCCNc1c2ccccc2nc2c(F)c(F)c(F)c(F)c12	-10	1.6	97	16	2	20	-7	-6	-2	-8	101
Cc1ccc(NC(=O)/C(=C/c2cccs2)NC(=O)c2ccco2)c(C)c1	-9	0.4	97	6	1	9	-3	-19	-10	-10	104
CC1CCCC(C)N1C(=O)Cn1cc(/C=C2/C(=O)Nc3ccccc32)c2ccccc21 (stereo unspecified)	-14	3.5	103	15	13	34	1	-14	-8	-5	105
Cc1nc(NCCN2CCOCC2)c2oc3ccccc3c2n1	-2	1.7	99	10	6	7	0	-3	-2	-1	99
Cc1cc(C)c2nc(NC(=O)C3CCCO3)sc2c1 (stereo unspecified)	-10	0.9	98	9	5	28	1	-15	-10	0	101
CN(C)CCNC(=O)/C(=C/c1cccc([N+](=O)[O-])c1)NC(=O)c1ccccc1	0	0.8	113	15	13	9	-1	-2	-5	0	119
COc1ccc(CCn2c(C)cc(C(=O)CSc3nnnn3-c3ccccc3)c2C)cc1	-2	1.2	99	8	11	19	-3	0	-3	-2	101
CCOC(=O)N1CCN(C(=O)COc2ccc(S(=O)(=O)NCc3ccccc3)cc2)CC1	-11	1.0	98	12	35	24	-1	-20	-6	-12	98
CCCNC(=S)NC1CC2CCC(C1)N2Cc1ccccc1 (stereo unspecified)	-7	0.1	100	9	0	13	2	-10	-9	0	97
Cc1nnc(SCC(=O)Nc2ccc(S(=O)(=O)N3CCCC3)cc2)n1N	-4	-0.5	101	10	-2	24	-1	-14	-7	-3	101
O=C1NN(c2ccccc2)C(=O)/C1=C\c1cccn1-c1ccc(Cl)c([N+](=O)[O-])c1	1	0.8	101	11	5	8	2	1	0	0	100
CCOC(=O)N1CCC(n2c(SCC(=O)NCc3ccccc3)nc3ccccc3c2=O)CC1	-8	5.8	101	12	23	29	-6	-14	-6	-6	99
CCC(CC)c1nnc(NC(=O)c2ccc(S(=O)(=O)N3CCc4ccccc4C3)cc2)s1	-3	-0.1	101	2	0	13	-3	1	-4	-7	98
O=C(N/N=C(\Cc1ncc[nH]1)c1ccccc1)c1ccncc1	-2	2.5	108	8	12	13	-1	-6	-5	-5	97
O=C(C1CCN(S(=O)(=O)N2CCOCC2)CC1)N1CCc2ccccc21	0	0.2	105	20	2	10	0	0	0	-1	108
Fc1ccc(CNC(=S)NC2CCCCC2)cc1	-3	0.6	97	9	12	10	0	-2	-2	-4	99
COC(=O)c1nn(-c2cccc(C(F)(F)F)c2)c(=O)cc1Sc1ccccn1	0	0.8	95	28	5	7	0	0	-1	0	95
Cc1cccc(N2CCN(c3cc(C)nc4nnnn34)CC2C)c1 (stereo unspecified)	-1	0.4	95	35	2	13	3	-1	0	3	99
O=C(c1ccco1)N1CCN(C(=O)N2CCCCC2)CC1	0	0.0	89	5	0	18	0	-14	1	-2	93
COC(=O)CNc1nc(Cl)nc(Nc2ccc(C)cc2)n1	-6	0.3	106	9	4	20	-1	-7	-2	-4	105
CCOC(=O)C1C(=O)NC(c2ccccc2)=NC1c1ccc(F)cc1 (stereo unspecified)	-9	0.1	100	20	0	15	0	-12	-5	-2	102
CCCCCCCOC(=O)C[N+](C)(C)CCOC1CC2CCC1(C)C2(C)C (stereo unspecified)	-3	1.3	102	12	1	11	-3	1	4	0	105
O=C(C1CC1)N(CCc1ccccc1)Cc1nc2ccccc2c(=O)[nH]1	-6	1.2	103	9	5	44	2	-9	-5	0	101
CCN(C(=O)COC(=O)/C=C/c1cnc2ccccc2n1)C1CCS(=O)(=O)C1 (stereo unspecified)	-2	-2.5	104	11	-7	17	-2	-3	-4	-3	98
Cc1ccc(-n2c(=O)[nH]cc(C(=O)N3CCc4ccccc43)c2=O)cc1	-7	0.4	102	22	1	10	2	-8	0	0	84
COC(=O)c1ccccc1NC(=O)N1CCN(C(=O)c2ccco2)CC1	0	1.2	97	13	5	24	-1	-3	0	0	93
N=C(CC1CC(=O)NC(=O)C1)C1=C(O)CCCC1=O	-3	0.6	99	15	2	21	-2	-13	-4	-5	99
O=C(O)c1ccc2c(c1)C(=O)N(NC(=O)c1ccc(O)cc1)C2=O	-2	2.7	103	2	13	10	0	0	-2	-4	101
COc1cc2cc(C(c3nnnn3C3CCCC3)N3CCCCC3)c(=O)[nH]c2cc1OC (stereo unspecified)	-8	1.9	102	12	10	37	-2	-18	-12	-11	100
Cc1ccc(OCC(=O)Nc2ccccc2-c2ccccc2NC(=O)COc2ccc(C)cc2)cc1	-13	0.4	96	8	2	19	-6	-18	-7	-10	101
O=c1ccnc(SCc2ccccc2Cl)[nH]1	1	0.1	101	8	1	58	3	-5	1	0	102
Cc1ccc(-c2ccccc2NC(=O)CCl)o1	-1	0.4	102	11	1	21	0	0	0	0	102
O=C(Nc1ccc(C(=O)O)cc1)Nc1ccc(F)cc1F	-6	51*	97	14	190*	16	-2	-8	-5	-1	101

Laid out differently: results already given.
| SMILES | Bim-Bcl-B | ABCB1 inh | RGS7-Gao | Avidin fluor | ABCG2 block | GSH bead fluor | Bim-Bcl-W | Bfl-1 Bim block | Bcl-2 Bim block | Bim-Bcl-XL | RGS4-Gao reg |
| --- | --- | --- | --- | --- | --- | --- | --- | --- | --- | --- | --- |
| O=C(C1CC1)N(CCc1ccccc1)Cc1nc2ccccc2c(=O)[nH]1 | -6 | 1.2 | 103 | 9 | 5 | 44 | 2 | -9 | -5 | 0 | 101 |
| CCN(C(=O)COC(=O)/C=C/c1cnc2ccccc2n1)C1CCS(=O)(=O)C1 (stereo unspecified) | -2 | -2.5 | 104 | 11 | -7 | 17 | -2 | -3 | -4 | -3 | 98 |
| Cc1ccc(-n2c(=O)[nH]cc(C(=O)N3CCc4ccccc43)c2=O)cc1 | -7 | 0.4 | 102 | 22 | 1 | 10 | 2 | -8 | 0 | 0 | 84 |
| COC(=O)c1ccccc1NC(=O)N1CCN(C(=O)c2ccco2)CC1 | 0 | 1.2 | 97 | 13 | 5 | 24 | -1 | -3 | 0 | 0 | 93 |
| N=C(CC1CC(=O)NC(=O)C1)C1=C(O)CCCC1=O | -3 | 0.6 | 99 | 15 | 2 | 21 | -2 | -13 | -4 | -5 | 99 |
| O=C(O)c1ccc2c(c1)C(=O)N(NC(=O)c1ccc(O)cc1)C2=O | -2 | 2.7 | 103 | 2 | 13 | 10 | 0 | 0 | -2 | -4 | 101 |
| COc1cc2cc(C(c3nnnn3C3CCCC3)N3CCCCC3)c(=O)[nH]c2cc1OC (stereo unspecified) | -8 | 1.9 | 102 | 12 | 10 | 37 | -2 | -18 | -12 | -11 | 100 |
| Cc1ccc(OCC(=O)Nc2ccccc2-c2ccccc2NC(=O)COc2ccc(C)cc2)cc1 | -13 | 0.4 | 96 | 8 | 2 | 19 | -6 | -18 | -7 | -10 | 101 |
| O=c1ccnc(SCc2ccccc2Cl)[nH]1 | 1 | 0.1 | 101 | 8 | 1 | 58 | 3 | -5 | 1 | 0 | 102 |
| Cc1ccc(-c2ccccc2NC(=O)CCl)o1 | -1 | 0.4 | 102 | 11 | 1 | 21 | 0 | 0 | 0 | 0 | 102 |
| O=C(Nc1ccc(C(=O)O)cc1)Nc1ccc(F)cc1F | -6 | 51* | 97 | 14 | 190* | 16 | -2 | -8 | -5 | -1 | 101 |

Continued.
SMILES	Bim-Bcl-B	ABCB1 inh	RGS7-Gao	Avidin fluor	ABCG2 block	GSH bead fluor	Bim-Bcl-W	Bfl-1 Bim block	Bcl-2 Bim block	Bim-Bcl-XL	RGS4-Gao reg
COc1ccccc1-c1c(C)[nH]n2c(=O)c(Cc3ccccc3)c(C)nc12	-1	2.5	99	8	6	13	-8	3	-3	-7	97
c1ccc(CSc2ccc(-c3ccccn3)nn2)cc1	-2	-0.1	102	10	2	9	-1	-8	-3	0	102
COC(=O)C(NC(C)=O)(Nc1nc2c(s1)CCCC2)C(F)(F)F (stereo unspecified)	-7	-0.3	104	35	-2	19	0	-11	-11	-1	103
CC1(C)CC2CN(C(=O)Cc3ccccc3)C(C)(C2)C1 (stereo unspecified)	-1	1.2	89	9	5	12	-2	-6	-2	-1	96
Cc1nc2c3ccccc3nc(SCC(=O)c3ccc(Cl)cc3)n2n1	-2	0.5	103	7	1	10	0	-4	0	0	107
CCc1cc2c(C)ccc(C)c2nc1SCC(=O)Nc1c(C)[nH]c(=O)[nH]c1=O	0	6.6	92	2	5	8	3	7	7	3	89
O=C(Nc1ccc(F)cc1)Nc1nnc(-c2ccccc2)o1	3	0.8	97	6	3	22	8	8	4	6	102
